# RAD52 inh – RAD52 DNA annealing inhibitors, primary screen, biochemical, FRET, single point, set 2. DNA repair protein RAD52 homolog (Homo sapiens), P43351. recombinant RAD52 DNA annealing, FRET fluorescence. inhibition, % at 18.7 µM. hit rate 0.46% among 360,000;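 active means every replicate showing at least 50% inhibition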
# XiGFP reactiv – activators of inactive X chromosome reactivation, primary screen, imaging, XiGFP fibroblasts, GFP high-content imaging, set 2 | XiGFP mouse fibroblasts, % GFP-positive cells imaging, 3 d; cells co-treated with 5-aza-dC sensitizer; scaled so ellipticine positive control = 100% | activation, % at 7.58 µM | hit rate 0.055% among 360,000 | AID 743238, 2013;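 active means mean normalized replicate activation at least 10% and every replicate at or above 10%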;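 further: 0% = median of on-plate neutral control wells and 100% = ellipticine 6 µM median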
#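 Material: XiGFP fibroblasts, SV40-immortalized; Buffer or medium: DMEM containing 5-aza-dC; Compound dosing: single point; Times: 3 days compound exposure.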
# INS-1E GSIS act – GLuc luminescence reporter in INS-1E cells, primary screen for activators of glucose-dependent secretion of insulin | INS-1E GLuc reporter insulin secretion, 2-3 h | activation, % at 16.6 µM | hit rate 0.61% among 370,000 | AID 743287, 2014;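 active means lowest replicate activation of at least 40%, so every replicate reaches that level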;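 further: 0% = median of neutral control wells and 100% = median of IBMX positive control wells; some compounds called inactive have numbers as strong as hits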
# ERAP1 HTS inh – human ERAP1 aminopeptidase inhibitors, primary screen, biochemical, single point, plate reader; Endoplasmic reticulum aminopeptidase 1 (Homo sapiens), Q9NZ08; recombinant ERAP1, Leu-AMC fluorescence, 60 min; inhibition, % at 10.7 µM; hit rate 0.15% among 340,000; AID 652197, 2013;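 active means mean replicate inhibition of at least 30%, or all replicates individually reaching that 30% level; inactive means mean below 30% and not every replicate reaching it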;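 further: 0% = neutral control wells and 100% = L-leucinethiol positive control wells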
# Target sequence (Q9NZ08 whole entry, looked up): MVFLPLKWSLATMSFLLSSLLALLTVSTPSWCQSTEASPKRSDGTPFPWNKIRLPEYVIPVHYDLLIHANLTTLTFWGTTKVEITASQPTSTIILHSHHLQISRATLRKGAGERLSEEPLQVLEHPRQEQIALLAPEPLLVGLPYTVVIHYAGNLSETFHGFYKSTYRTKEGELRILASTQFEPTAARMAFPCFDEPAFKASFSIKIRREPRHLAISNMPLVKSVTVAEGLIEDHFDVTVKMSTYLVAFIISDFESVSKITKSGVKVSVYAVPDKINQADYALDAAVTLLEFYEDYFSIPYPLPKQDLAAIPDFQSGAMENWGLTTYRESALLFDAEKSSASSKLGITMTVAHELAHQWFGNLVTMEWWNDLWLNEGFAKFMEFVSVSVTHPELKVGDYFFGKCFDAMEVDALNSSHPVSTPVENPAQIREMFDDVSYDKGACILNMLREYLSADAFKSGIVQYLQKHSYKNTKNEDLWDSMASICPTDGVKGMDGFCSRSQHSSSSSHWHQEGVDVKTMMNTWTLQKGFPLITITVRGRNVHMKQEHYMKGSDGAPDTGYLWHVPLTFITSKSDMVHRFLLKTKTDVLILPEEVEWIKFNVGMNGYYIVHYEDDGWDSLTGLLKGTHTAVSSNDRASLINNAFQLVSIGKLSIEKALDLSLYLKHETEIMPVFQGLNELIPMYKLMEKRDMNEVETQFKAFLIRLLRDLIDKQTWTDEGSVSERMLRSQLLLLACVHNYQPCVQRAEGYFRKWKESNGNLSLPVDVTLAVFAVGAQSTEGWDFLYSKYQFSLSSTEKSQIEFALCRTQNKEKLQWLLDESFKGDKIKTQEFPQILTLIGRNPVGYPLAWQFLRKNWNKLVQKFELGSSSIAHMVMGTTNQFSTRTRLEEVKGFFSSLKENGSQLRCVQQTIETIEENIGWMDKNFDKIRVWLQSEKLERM
# F508del corr – F508del CFTR correction, initial screen, CFBE line, single point; hit rate 0.36% among 350,000; CFBE cells, YFP halide quenching; stimulated with forskolin plus potentiator P3; % fluorescence drop versus neutral controls; AID 720511, 2013; activity (quench increase), % at 7.58 µM;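 active means mean added fluorescence quench of at least 8% versus neutral control, with both replicates also reaching 8%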;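 further: cells transiently co-express mutant CFTR-F508del with the halide-sensitive YFP; corrector assay measuring rescue of mutant channel to the surface after 24 h compound exposure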
# ARNT-TACC3 inh – disruptors of ARNT/TACC3 protein interaction, primary screen, biochemical, AlphaScreen, single concentration; inhibition, % at 9.99 µM; AID 623870, 2012; AlphaScreen His-ARNT PAS-B/GST-TACC3 binding, luminescence; TACC3 fragment carries E629A point mutation; Transforming acidic coiled-coil-containing protein 3 (Homo sapiens), Q9Y6A5; hit rate 0.66% among 390,000;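 active means mean inhibition of replicates at least 50% and at least half of replicates each reaching 50%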;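 further: 0% = complete ARNT plus TACC3 wells and 100% = ARNT alone without TACC3; many hits fall short of the cut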
# RAD54 branch – inhibitors of human RAD54 branch migration, primary screen, biochemical, fluorescence, single point; inhibition, % at 10.4 µM; hit rate 0.14% among 360,000; RAD54 Holliday junction branch migration, FAM/BHQ fluorescence; AID 602329, 2012; DNA repair and recombination protein RAD54-like (Homo sapiens), Q92698;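 active means mean normalized replicate activity at least 40 and at least half of replicates scoring 40 or more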;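 further: 0% = median of neutral control wells and 100% = median of positive control wells; inhibitors cause a drop in the FAM fluorescence signal; in these data hits start at about 50%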
# esBAF inh – Bmi1 luciferase reporter increase in mESCs, primary screen, esBAF inhibitor project, mouse ES cells, Bmi1 luciferase knock-in, single point. reporter increase, % at 12.5 µM. hit rate 2% among 350,000. 24 h; 100% = twice the neutral-well signal; in the data active means activation above about 40%;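 further: 0% = median of the plate's neutral control wells and 100% = double that signal; a rise in the Bmi1 reporter signal indicates esBAF inhibition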
# * = called active by the depositor; . = no result given.
[1] O=C(c1ccc(F)cc1)N1CCCCN2[C@H](C1)[C@H](c1ccc(C#CC3(O)CCCC3)cc1)[C@@H]2CO
[2] C[C@@H]1CN([C@@H](C)CO)C(=O)c2cc(C#CCN(C)C)cnc2O[C@@H]1CN(C)Cc1ccc2c(c1)OCO2
[3] COc1ccccc1S(=O)(=O)N1CC[C@H]2[C@@H](CO)N(C)c3ccc(-c4ccc(C#N)cc4)cc3[C@H]21
[4] COc1ccc(CCC(=O)Nc2sc(C(=O)N(C)C)c(C)c2C#N)cc1
[5] COc1cccc(NC(=O)N[C@H]2CC[C@H](CC(=O)Nc3ccccc3)O[C@H]2CO)c1
[6] Cc1cc(NC(=O)Cn2cnc3sc(C)c(C)c3c2=O)no1
[7] CCOC(=O)C1CCCN(C(=O)CCCn2c(=O)c3cccn3c3cccnc32)C1 (stereo unspecified)
[8] COc1ccccc1COC(=O)c1cccc(S(=O)(=O)N2CCCC2)c1
entry no.,1,2,3,4,5,6,7,8
RAD52 inh,-11.7,0.0,.,-14.7,11.5,-23.5,-16.5,-7.5
XiGFP reactiv,-0.1,0.2,-0.1,0.0,0.0,0.1,0.0,0.0
INS-1E GSIS act,5.8,14.4,19.3,-0.6,-12.2,-10.2,4.6,0.4
ERAP1 HTS inh,1.2,-1.2,.,-4.5,-0.1,-1.5,6.6,-2.6
F508del corr,-1.1,0.6,-0.1,-4.3,-0.9,-5.0,-1.4,0.5
ARNT-TACC3 inh,-12.3,-7.2,39.0,0.1,3.7,.,-0.7,-21.2
RAD54 branch,-5.7,-1.6,2.1,-2.6,2.3,-2.0,2.1,-7.2
esBAF inh,.,1.3,-5.6,-0.4,5.1,-5.8,-3.2,-2.9

[9] Cc1cc(=O)oc(C)c1C(=O)NCCC1=CCCCC1
[10] COc1ccc(-c2csc(NCCc3nc4cc(Cl)c(Cl)cc4n3CCCO)n2)cc1
[11] CCOC(=O)N(C)C[C@H]1OCc2ccccc2-c2c(n(C)c3ccccc23)C(=O)N([C@@H](C)CO)C[C@@H]1C
[12] Cc1ccc(C2=NN(CC(=O)NCc3cccs3)C(=O)CC2)cc1
[13] COc1ccc2sc(-c3ccc(S(C)(=O)=O)cc3)c(C#CCO)c2c1
[14] CCC/C(O)=C1\C(=O)CC(c2ccccc2)CC1=NCCc1c(C)[nH]c2ccccc12 (stereo unspecified)
[15] Cc1cccc(C(=O)NCC(c2cccs2)N2CCOCC2)c1 (stereo unspecified)
[16] COc1cc2c(cc1OC)C(COc1ccc([N+](=O)[O-])cc1)N(C(C)=O)CC2 (stereo unspecified)
entry no.,9,10,11,12,13,14,15,16
RAD52 inh,-23.9,-71.3,26.3,-11.8,-60.7,-6.2,-29.0,-13.2
XiGFP reactiv,.,0.0,0.2,0.5,0.2,0.2,0.0,0.0
INS-1E GSIS act,-4.2,-12.5,-21.7,6.7,-2.0,.,6.8,30.3
ERAP1 HTS inh,1.9,-1.7,-2.8,.,-1.6,3.6,2.8,2.8
F508del corr,.,1.6,-0.9,-2.9,1.9,0.0,2.9,-1.5
ARNT-TACC3 inh,-5.5,-2.3,7.9,-11.3,14.0,-8.3,2.8,-1.1
RAD54 branch,-0.4,-12.1,4.5,.,8.5,5.7,-0.8,-17.3
esBAF inh,-3.1,11.8,-8.6,-0.5,-5.8,-4.4,-5.2,3.3

[17] N#C[C@H]1[C@@H](c2ccc(C#Cc3ccc(F)cc3)cc2)[C@H](CO)N1C(=O)C1CCC1
[18] Cc1ccc(C(=O)Nc2ccc3ccccc3c2)cc1
[19] CCCNC(=O)N1C[C@@H](C)[C@@H](OC)CN(C)C(=O)c2cc(NS(C)(=O)=O)ccc2OC[C@@H]1C
[20] O=S(=O)(c1ccccc1)N1CCC(c2ccccc2)CC1
[21] Cc1ccc(S(=O)(=O)N(C)C)cc1NC(=O)COc1ccccc1C(=O)Nc1ccccc1
[22] CCCC(=O)NC(NC1CCS(=O)(=O)C1)C(Cl)(Cl)Cl (stereo unspecified)
[23] C=CCn1c(COc2ccc(F)cc2)nnc1SCC(=O)c1c[nH]c2c(CC)cccc12
[24] COCC(=O)N1CCN(c2cccc(C(F)(F)F)c2)CC1
entry no.,17,18,19,20,21,22,23,24
RAD52 inh,9.1,-1.7,3.9,-0.7,-2.9,-13.0,3.8,-3.1
XiGFP reactiv,0.0,0.2,-0.4,-0.3,0.2,0.0,0.0,0.1
INS-1E GSIS act,5.3,.,10.7,-23.4,3.4,16.3,6.2,7.3
ERAP1 HTS inh,0.6,2.4,-0.8,-1.0,2.5,1.2,3.6,-7.9
F508del corr,1.0,-7.6,2.1,-2.0,-0.3,0.5,2.2,0.4
ARNT-TACC3 inh,8.9,-2.4,-2.6,-12.9,5.8,14.2,-1.4,-2.7
RAD54 branch,-0.9,-6.1,2.6,-0.8,2.3,.,5.1,.
esBAF inh,11.7,-66.2,-0.4,-3.7,0.0,-10.2,.,-5.8

[25] COc1ccc(CNC(=O)C[C@H]2C=C[C@@H](NS(=O)(=O)c3cccc(OC)c3)[C@H](CO)O2)cc1
[26] CC(C)NC(=O)Nc1ccc2c(c1)C(=O)N([C@@H](C)CO)C[C@H](C)[C@H](CN(C)CC1CCCCC1)O2
[27] CCOc1ccc(CCNC(=O)COC(=O)/C=C/c2ccccc2)cc1OCC
[28] CCCCN1C(=O)C(CC(=O)NCc2ccco2)CC(C(=O)N2CCOCC2)=C1C (stereo unspecified)
[29] COC(=O)c1ccc(COc2ccc(/C=C/C(=O)c3ccc(OC)c(CSCC(=O)O)c3)cc2OC)cc1
[30] N#Cc1cccc(-c2ccc3c(c2)[C@@H]2[C@@H](CCN2S(=O)(=O)c2ccccc2F)[C@@H](CO)N3)c1
[31] Cc1noc(C)c1COc1ccc(C(=O)OCC(=O)Nc2ccc(S(N)(=O)=O)cc2)cc1
[32] O=C(CN1CCCCCC1)Nc1ccc(Br)cn1
entry no.,25,26,27,28,29,30,31,32
RAD52 inh,-8.3,3.6,-13.8,5.3,-35.3,-24.1,-12.8,-1.8
XiGFP reactiv,-0.2,0.3,-0.1,-0.1,0.0,-0.1,0.1,0.0
INS-1E GSIS act,-1.6,5.1,14.6,17.1,-15.0,1.8,3.1,5.9
ERAP1 HTS inh,0.8,-2.2,-0.8,-1.4,-49.8,-1.1,-0.9,-0.4
F508del corr,1.8,0.2,5.8,-2.3,-0.1,-1.1,1.0,1.6
ARNT-TACC3 inh,1.3,5.5,3.2,.,4.6,-8.9,-7.0,.
RAD54 branch,-6.9,5.9,4.3,.,-4.4,3.8,-0.6,9.3
esBAF inh,0.5,4.0,-2.7,3.6,-3.2,-1.4,-2.4,-6.7

[33] Cc1ccccc1C(=O)NC(=S)NCC1CCCO1 (stereo unspecified)
[34] CCN(CC)C(=O)/C(=C/c1cn(S(=O)(=O)N(C)C)c2ccccc12)NC(=O)c1ccc(OC)cc1
[35] COC(=O)[C@H]1C[C@@H]1[C@H](NC(=O)c1cnccn1)c1ccccc1
[36] CC(OC(=O)CCc1nc2ccccc2c(=O)[nH]1)C(=O)Nc1ccc2c(c1)OCO2 (stereo unspecified)
[37] O=C(Nc1nnc(SCC(=O)N2CCCc3ccccc32)s1)c1ccccc1
[38] Cc1ccn2c(C(C)O)nnc2c1 (stereo unspecified)
[39] CCCNC(=O)C[C@@H]1CC[C@H]2[C@@H](COc3ccc(NC(=O)Cc4cccs4)cc3C(=O)N2C)O1
[40] CNC[C@@H]1Oc2c(NS(=O)(=O)c3ccc(F)cc3)cccc2C(=O)N([C@@H](C)CO)C[C@H]1C
entry no.,33,34,35,36,37,38,39,40
RAD52 inh,.,-3.9,-7.3,-19.5,2.7,2.8,.,5.3
XiGFP reactiv,.,0.0,0.0,0.4,-0.1,-0.1,0.1,0.9
INS-1E GSIS act,33.8,1.4,8.9,27.1,.,.,-8.1,-3.9
ERAP1 HTS inh,.,4.0,0.4,-1.9,0.4,2.2,.,-2.2
F508del corr,.,0.0,-1.0,0.9,.,-0.7,-0.4,1.1
ARNT-TACC3 inh,4.2,-7.1,.,-2.0,-35.6,.,9.9,-4.3
RAD54 branch,5.1,.,-1.0,-1.8,.,.,5.1,10.8
esBAF inh,6.3,.,1.3,-6.0,.,.,-1.3,1.7

[41] Cc1ccc(NC(=O)C2CC(=O)N/C(=N/N=C/c3ccco3)S2)cc1C (stereo unspecified)
[42] Cc1ccc(NC(=O)CN2CCN(S(=O)(=O)c3cccs3)CC2)cc1S(=O)(=O)N(C)C
[43] CCCC(=O)Nc1ccc2c(c1)OC[C@@H](C)NC[C@@H](C)[C@@H](OC)CN(C)C2=O
[44] CCc1ccc(/C=N/NC(=O)C(=O)NCCCN2CCOCC2)cc1
[45] CC(C)CC#Cc1cnc2c(c1)C(=O)N([C@H](C)CO)C[C@@H](C)[C@H](CN(C)Cc1ccc(C(=O)O)cc1)O2
[46] O=[N+]([O-])c1ccc(/C=N/Nc2nc(N3CCCCCC3)nc(N3CCCCCC3)n2)o1
[47] Cc1cc(C)nc(SCC(=O)c2ccc(F)c(C)c2)n1
[48] Cc1csc(OCC(=O)Nc2ccc(C)c(C)c2)n1
entry no.,41,42,43,44,45,46,47,48
RAD52 inh,0.6,-13.8,-33.4,-24.5,6.3,.,-22.7,.
XiGFP reactiv,0.1,0.4,-0.1,0.0,0.1,.,0.1,.
INS-1E GSIS act,.,3.7,0.8,.,3.0,-3.7,.,6.2
ERAP1 HTS inh,2.5,0.5,.,3.9,-4.8,.,-0.5,.
F508del corr,-0.2,-0.1,-0.2,-1.9,-4.1,.,-0.5,.
ARNT-TACC3 inh,.,-0.4,-1.2,-4.6,.,10.7,0.1,-3.3
RAD54 branch,6.7,-1.2,-3.0,-11.1,.,-17.0,-1.6,-1.2
esBAF inh,.,-5.4,-2.5,-10.3,.,-15.7,-0.3,5.8

[49] Cc1ccccc1OCC(=O)OCC(=O)c1ccc(-c2ccccc2)cc1
[50] COc1ccc(N2CSC3=C(C#N)C(c4cccc(OC)c4OC)CC(=O)N3C2)cc1 (stereo unspecified)
[51] NS(=O)(=O)c1cnccc1NCCc1ccccc1
[52] CNC(=O)COc1coc(CN2CCN(c3ccc(F)cc3)CC2)cc1=O
[53] COc1cc(C(=S)N2CCCCC2)ccc1OCC(=O)Nc1ccccc1Cl
[54] COc1ccc(C(=O)OCC(=O)NC2CC2)cc1
entry no.,49,50,51,52,53,54
RAD52 inh,-16.7,7.5,-13.9,1.9,-15.3,-49.5
XiGFP reactiv,0.0,0.2,-0.1,0.2,0.0,0.1
INS-1E GSIS act,-0.8,.,.,-1.0,-2.4,35.6
ERAP1 HTS inh,1.4,14.4,.,2.6,-2.4,-8.7
F508del corr,-2.8,3.6,2.1,0.9,-1.5,-2.7
ARNT-TACC3 inh,1.3,11.9,.,-5.3,.,.
RAD54 branch,-3.4,-4.3,2.5,-15.1,1.9,-10.3
esBAF inh,-3.5,27.5,1.9,-8.5,8.2,-4.4

# Three entries from above, sorted by SMILES length, falling.
[53] COc1cc(C(=S)N2CCCCC2)ccc1OCC(=O)Nc1ccccc1Cl
[49] Cc1ccccc1OCC(=O)OCC(=O)c1ccc(-c2ccccc2)cc1
[54] COc1ccc(C(=O)OCC(=O)NC2CC2)cc1
entry no.,53,49,54
RAD52 inh,-15.3,-16.7,-49.5
XiGFP reactiv,0.0,0.0,0.1
INS-1E GSIS act,-2.4,-0.8,35.6
ERAP1 HTS inh,-2.4,1.4,-8.7
F508del corr,-1.5,-2.8,-2.7
ARNT-TACC3 inh,.,1.3,.
RAD54 branch,1.9,-3.4,-10.3
esBAF inh,8.2,-3.5,-4.4
